DNA FID counter = fluorescent intercalator displacement, NS3 helicase counter-screen | DNA fluorescent intercalator displacement, fluorescence | inhibition, % at 7.9 µM | actives 0.17% (n = 290,000); in the data active = inhibition above about 37%;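 note: 0% = vehicle and 100% = reference compound; higher means more ethidium bromide displaced from hairpin DNA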
NALP1 inh = NALP1 inhibition; S. cerevisiae NALP1/ASC/caspase-1 growth, X-gal OD620, 72 h; inhibition, % at 10 µM; AID 2071; actives 0.61% (n = 280,000); in the data active = inhibition mostly above about 24%, no sharp cut-off; inactive = mostly below about 32%; note: some compounds called inactive have numbers as strong as hits
VIM-2 inh = inhibitors of Pseudomonas aeruginosa VIM-2 metallo-beta-lactamase; purified VIM-2, nitrocefin hydrolysis, epi-absorbance fluorescence; inhibition, % at 5.6 µM; actives 0.89% (n = 290,000);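 active = inhibition above the mean of all tested compounds plus 3 SD, cutoff set per screening run, cut at about 7.5% in these data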;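 note: red hydrolysis product quenches plate fluorescence so inhibitors raise well fluorescence; 0% = enzyme with DMSO and 100% = DMSO without enzyme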
MEKK2wt PB1 HTS = raises or lowers MEK5 binding to wildtype human MEKK2 PB1 domain; Q9Y2U5; bead flow cytometry, Alexa488-MEK5 binding to MEKK2 WT; actives lie on both sides; binding response (% of control), % at 10 µM; actives 1.1% (n = 290,000); AID 1531; in the data active = binding response below about 67% or above about 130%
IMP-1 inhibitor = inhibitors of Pseudomonas aeruginosa IMP-1 metallo-beta-lactamase; purified IMP-1, nitrocefin hydrolysis, epi-absorbance fluorescence; actives 0.45% (n = 290,000); inhibition, % at 5.6 µM; AID 1556;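 active = inhibition above the mean plus 3 SD of all compounds in the same screening run, cut at about 4.5% in these data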;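 note: 0% = IMP-1 with DMSO and 100% = DMSO wells lacking enzyme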
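System: Purified IMP-1 | Read-out basis: Percent enzyme inhibition | Controls: IMP-1 with DMSO as 0%, enzyme-free DMSO as 100% | Replicates: One well per compound | Doses: 5.6 µM nominal single concentration | Detection: Epi-absorbance fluorescence, 480 nm excitation, 530 nm emission | Incubation: 25 °C, 15 min preincubation, 25 min reaction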
MEKK2mut PB1 HTS = signal of MEK5 binding to mutant human MEKK2 PB1 domain; bead flow cytometry, Alexa488-MEK5 binding to MEKK2 mutant; percent response, % at 10 µM; actives 0.35% (n = 290,000); in the data active = percent response above about 24%, passing the limit was not always enough; note: inactives centre near 1; some results filed as inactive read as strong as hits
NS3 helicase inh = blocks Hepatitis C virus NS3 helicase unwinding | NS3 helicase DNA unwinding, Cy5 molecular beacon fluorescence | inhibition, % at 10.9 µM | actives 0.56% (n = 290,000);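 active = inhibition above the mean of all tested compounds plus 3 SD, set per campaign, cut at about 35% in these data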;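 note: 0% = DMSO wells and 100% = thioflavine S control wells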
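Assay system – hepatitis C virus NS3 helicase domain fragment enzyme · Buffer or medium – MOPS pH 6.5, MgCl2, DTT, Tween20, BSA · Reagent – Cy5/quencher beacon DNA duplex and ATP to start · Compound – single 10.9 µM dose · Timing – 1 h at 25 °C · Technique – Cy5 beacon fluorescence read at start and 1 h · Measure – % inhibition of unwinding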
M18AAP inhibitor = blocks P. falciparum M18 aspartyl aminopeptidase | recombinant PfM18AAP, H-Glu-NHMec fluorogenic cleavage | inhibition, % at 7.35 µM | actives 1.2% (n = 290,000) | AID 1822;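 active = inhibition above the campaign mean inhibition over all tested compounds plus 3 SD, cut at about 28% in these data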;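 note: 0% = plate median of test compound wells and 100% = 2 mM ZnCl2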
UBC9 SUMO inh = inhibitors of human SUMOylation (UBC9); P63279; AID 2006; actives 0.36% (n = 290,000); HTRF SUMOylation assay, SAE1/SAE2 + UBC9, in vitro; inhibition, % at 35 µM; in the data active = inhibition above about 50%, passing the limit was not always enough; note: strong numbers were not always called active
Target sequence (P63279 whole entry, looked up): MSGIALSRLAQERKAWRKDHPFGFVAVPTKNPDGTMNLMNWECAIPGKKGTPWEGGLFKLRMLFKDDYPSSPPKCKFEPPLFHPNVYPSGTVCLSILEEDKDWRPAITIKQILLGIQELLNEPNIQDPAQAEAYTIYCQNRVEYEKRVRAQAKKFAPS
Numbers without * were called inactive; . = not tested or not shown. This is a random part of the collection, and some 4.7% of all compounds hit somewhere here.

SMILES	DNA FID counter	NALP1 inh	VIM-2 inh	MEKK2wt PB1 HTS	IMP-1 inhibitor	MEKK2mut PB1 HTS	NS3 helicase inh	M18AAP inhibitor	UBC9 SUMO inh
CC(=O)Nc1cccc(OC(=O)N2CCOCC2)c1	-3	0	1.9	105	-7.4	15	6	-4	-10
CCN(CC(=O)Nc1ccc(OC)cc1)C(=O)c1ccc([N+](=O)[O-])cc1	-1	-2	-1.1	87	-0.1	-11	-11	0	7
Cn1c(=O)cc(OCCCC(=O)N2CCN(Cc3ccc4c(c3)OCO4)CC2)c2ccccc21	-16	28	9.3*	102	-2.9	-3	7	0	21
Cc1cc(C)cc(NS(=O)(=O)c2c(C(=O)N3CCCCCC3)c(C)n(C)c2C)c1	-41	-1	-1.2	93	-2.0	0	-4	7	-6
CC(=O)Nc1ccc(N/C=C/C(=O)c2ccccc2)cc1	-6	19	1.0	100	-1.0	-1	-14	-12	15
Cc1ccc(C(=O)OCC(=O)Nc2c(C)n(C)n(-c3ccccc3)c2=O)cc1[N+](=O)[O-]	-6	2	0.0	100	-1.3	-1	12	-8	-6
O=C(Nc1ccc(-c2nc3ncccc3o2)cc1)c1ccc([N+](=O)[O-])o1	-10	9	-5.0	106	-2.5	5	11	4	17
Cc1ccc(C(=O)NCc2ccc3c(c2)OCO3)cc1Cl	-9	10	-0.7	103	0.2	-2	1	2	-9
Cc1nnsc1C(=O)NC1CCCc2c1cnn2-c1ccc(C(C)(C)C)cc1 (stereo not drawn)	-29	10	-3.0	96	-1.6	-1	-11	4	11
O=C(COC(=O)c1c[nH]c(=O)[nH]c1=O)Nc1ccccc1	3	8	-0.2	95	-0.4	-1	-1	-7	10
CCCNC(=O)Cc1c(C)oc2ccccc12	-2	.	-4.6	119	-4.3	32	11	-8	-7
COc1cccc(CNc2ccc3c(c2)nc(C)n3C)c1OC	3	4	-3.7	105	-3.6	18	-3	9	2
COc1ccc(NC(=O)Cn2c(=O)n(CC(=O)NCc3ccco3)c(=O)c3ccccc32)cc1OC	-4	14	1.0	104	-2.6	3	-3	-2	13
CC(C)CNC(=O)CCCSc1nc2ccccc2[nH]1	-1	11	-3.6	101	-1.4	-1	3	-12	-3
CC(=O)NC(=S)Nc1ccc([N+](=O)[O-])cc1C	-5	6	-2.1	102	-3.4	2	3	-8	11
Cc1cc(C)nc(NC(=O)c2ccc(Cl)c(Cl)c2)n1	0	-16	-4.2	114	-3.7	7	-1	1	-8
Cc1ccc(S(=O)(=O)NCC(=O)OC(C)C(=O)Nc2ncc(Cl)cc2Cl)cc1 (stereo not drawn)	-17	10	0.4	93	-0.5	-3	8	3	10
COc1ccc(Cl)cc1S(=O)(=O)NC(C)C(=O)NCc1cccnc1 (stereo not drawn)	-6	14	0.0	105	-0.9	0	-3	-3	-2
CC(C)c1nnc2n1N=C(c1ccc(Cl)cc1)CS2	-38	4	2.4	107	-0.6	2	-10	-2	9
Cc1c(C(=O)N(CCC#N)c2ccccc2)sc2nc3n(c(=O)c12)CCCC3	-35	3	-1.1	99	-1.7	6	4	-1	6
CCOC(=O)c1c(C(C)(C)C)oc2ccc(O)cc12	-16	11	-3.1	98	-1.7	4	-2	2	-10
CCCN1C(=O)/C(=C/c2ccc(C)s2)SC1=Nc1ccc(OC)cc1	-6	17	-3.9	100	-3.6	-3	2	-4	-5
CC(C)CNc1nc(Oc2ccc(=O)n(C)n2)nc(N2CCOCC2)n1	-9	-6	1.5	.	1.9	.	2	2	-14
Cc1ccc(-n2nnnc2SCC(=O)c2cc(C)n(-c3cc(C)on3)c2C)cc1	-3	-3	-0.2	108	-7.9	6	-2	7	6
Nc1nc(/C=C/c2cccnc2)nc(-c2ccccc2O)n1	-1	25	23*	93	-0.6	-9	6	0	-23
O=C(NCCc1csc(-c2ccc(C(F)(F)F)cc2)n1)c1cccs1	-19	38	-3.9	100	-4.3	2	3	-11	-3
Cc1cc(C)n(C(N)=NC(=O)c2ccc([N+](=O)[O-])cc2)n1	-1	1	-4.5	98	-1.8	5	-5	4	11
COc1ccc(S(=O)(=O)N2CCSCC2)cc1	-8	-2	-1.6	94	-4.9	-2	10	1	2
Cc1ccc(NC(=O)c2ccccc2SCC(=O)N2CCCC2)cc1S(=O)(=O)N(C)C	-29	-3	-2.9	104	-6.2	1	-5	4	-7
CCOc1ccc(C(CC(=O)O)NC(=O)Cc2ccccc2)cc1OC (stereo not drawn)	-4	10	-0.3	99	-3.1	1	6	1	19
CC(=O)c1cn(-c2ccc(Cl)cc2)c(=O)n(Cc2ccc(Br)cc2)c1=O	-4	-5	-0.1	99	-1.0	-4	-8	-5	12
Cc1ccc(-c2nnn(CC(=O)N(CC(=O)NC3CCCC3)c3ccc(F)c(Cl)c3)n2)o1	-9	8	-3.1	99	-3.0	-4	-3	1	17
COc1ccccc1-c1cc(N)n(S(=O)(=O)c2ccc(F)c(C)c2)n1	-7	10	-1.1	96	-4.0	-7	14	5	-1
Cc1[nH][nH]c(=O)c1N=Nc1ccccc1	-7	-7	-4.7	112	-3.7	6	6	-6	1
Fc1ccccc1CN1CCCC(NC2CCC2)C1 (stereo not drawn)	-4	20	-1.6	110	-1.9	8	3	4	4
O=C(Nc1ccc(F)cc1F)NC1CCCc2ccccc21 (stereo not drawn)	-5	15	0.2	104	-1.9	5	0	-1	-5
COC(=O)CN1C(=O)CSc2ncccc21	0	.	-5.8	94	-2.9	-9	0	2	-15
COc1cc(C(=S)N2CCCC2)ccc1O	2	13	3.7	111	-1.1	6	-5	-31	-4
O=C(Nc1ccc(Cl)cc1)OCc1cn(-c2ccc(Cl)cc2)nn1	0	4	-3.6	97	3.3	-2	-1	-2	-10
Cc1ccnc(NS(=O)(=O)c2ccc(NC(=O)Cc3ccccc3)cc2)n1	-6	26	-4.0	98	-2.3	-2	-2	3	0
CCCS(=O)(=O)c1nc(S(=O)(=O)c2ccc(Cl)cc2)c(N2CCC(O)CC2)s1	-42	28	-0.8	103	-0.6	1	-8	-7	13
CN1N=C(C(C)(C)C)CSC1=Nc1ccc(F)cc1	-4	-4	-2.6	100	-3.2	4	-15	-11	-8
COc1ccc(N(CC(=O)NC2CCCCC2C)S(=O)(=O)c2c(C)nn(C)c2C)cc1 (stereo not drawn)	-48	4	-0.6	100	-4.1	0	-2	3	-1
CCOC(=O)N1CCN(S(=O)(=O)c2ccc(OCC)c(C)c2)CC1	-28	9	-3.0	102	-3.0	3	-2	2	6
CCOC(=O)C1(CCCc2ccccc2)CCN(C2CCN(C(C)=O)CC2)CC1	6	0	-1.1	111	-2.0	11	-8	3	6
Fc1cccc(Cl)c1CSc1nnc2ccccn12	-4	7	2.1	90	-0.6	-3	-8	-11	8
CC(C)CC(=O)Nc1ccc(C(=O)CN2CCC(C)CC2)cc1	-7	3	-0.7	108	-1.4	15	-1	1	0
O=[N+]([O-])c1ccc(Nc2ccc(F)cc2)nc1	3	9	-1.9	99	-2.2	1	-1	11	4

Gathered by group, the compounds so far containing an aryl thioether with sulfur outside any ring (4)
SMILES	DNA FID counter	NALP1 inh	VIM-2 inh	MEKK2wt PB1 HTS	IMP-1 inhibitor	MEKK2mut PB1 HTS	NS3 helicase inh	M18AAP inhibitor	UBC9 SUMO inh
CC(C)CNC(=O)CCCSc1nc2ccccc2[nH]1	-1	11	-3.6	101	-1.4	-1	3	-12	-3
Cc1ccc(-n2nnnc2SCC(=O)c2cc(C)n(-c3cc(C)on3)c2C)cc1	-3	-3	-0.2	108	-7.9	6	-2	7	6
Cc1ccc(NC(=O)c2ccccc2SCC(=O)N2CCCC2)cc1S(=O)(=O)N(C)C	-29	-3	-2.9	104	-6.2	1	-5	4	-7
Fc1cccc(Cl)c1CSc1nnc2ccccn12	-4	7	2.1	90	-0.6	-3	-8	-11	8

(next part)
SMILES	DNA FID counter	NALP1 inh	VIM-2 inh	MEKK2wt PB1 HTS	IMP-1 inhibitor	MEKK2mut PB1 HTS	NS3 helicase inh	M18AAP inhibitor	UBC9 SUMO inh
Cc1nc2ccc(Cc3ccc4nc(C)[nH]c4c3)cc2[nH]1	8	3	-3.2	103	-2.0	17	2	-3	-9
Cc1ccc(CCNS(=O)(=O)c2ccc3c(c2)N(C)CCO3)cc1	-17	-12	-2.1	100	-1.8	-2	-7	-1	.
O=C(N/N=C/c1cccc(O)c1)c1ccc(NC(=O)C2CCCCC2)cc1	-18	16	0.8	94	1.2	-5	0	4	-6
c1ccc(-c2nc3c4ccccc4ccn3c2CN2CCOCC2)cc1	-15	.	-1.1	103	-0.8	1	-2	-3	11
Nc1ccc(C(=O)OCC(=O)N2CCc3ccccc3C2)cc1[N+](=O)[O-]	-2	21	-0.1	109	-5.0	1	13	-3	19
CCn1c(Cc2ccccc2)nnc1SCC(=O)Nc1ccc2c(c1)OCCO2	-24	9	-1.1	103	-3.4	5	10	-2	9
CCOc1ccc(C(=O)NCC(=O)NCCCSc2ccccc2)cc1OCC	-37	-2	-2.5	108	-2.8	7	7	3	-2
Cc1ccc(N(C(=O)c2snc(C(N)=O)c2N)C(C(=O)NCC2CCCO2)c2ccc(C)o2)c(C)c1 (stereo not drawn)	-52	-3	-2.8	102	-1.4	8	18	9	8
CCOC(=O)c1cccc(NC(=O)CSc2nnc(-c3cccnc3)n2CC)c1	-26	.	-2.6	100	-2.8	4	-3	0	22
Cc1ccccc1N1CCN(C(=S)c2ccc(-c3ccc([N+](=O)[O-])cc3)o2)CC1	-8	.	1.5	68	2.0	-10	25	7	24
COc1ccc2c(C)c(C(=O)N3CC[C@@H](N4CCC(O)CC4)[C@H](O)C3)oc2c1	3	12	1.9	110	-2.7	11	2	2	3
O=C(CSc1ncnc2sc3c(c12)CCCC3)N1CCC(c2noc3ccc(F)cc23)CC1	-3	.	-4.0	100	-4.9	5	-9	-3	4
O=C1NC(Cc2ccccc2)C(=O)Nc2ccc(Br)cc21 (stereo not drawn)	-8	-19	-2.8	99	-3.1	5	-2	-3	10
C/C(=N\NS(=O)(=O)c1cccc([N+](=O)[O-])c1)c1cc2ccccc2o1	3	14	-4.3	96	-7.1	-6	0	2	2
COc1ccc(-c2cc(C(=O)N3CC4(C)CC3CC(C)(C)C4)no2)cc1 (stereo not drawn)	-4	-15	-4.1	90	-0.7	-2	-1	5	-25
CN(C)S(=O)(=O)c1cccc(C(=O)OCC(=O)c2ccc3c(c2)NC(=O)CO3)c1	-2	-17	-0.7	97	-1.7	-5	27	-3	-6
C=CCOc1ccc2ccccc2c1/C=N/O	-1	56	-3.5	103	-3.6	5	-1	-1	-4
CCn1cc([N+](=O)[O-])c(C(=O)Nc2c(C)nn(Cc3c(F)c(F)c(F)c(F)c3F)c2C)n1	-6	2	-5.2	81	-4.1	-15	12	2	25
COc1cc2cc(C(=O)O)n(C)c2c(OC)c1OC	3	15	-1.5	101	-2.1	-2	15	-2	19
Cn1ncc(Cl)c1C(=O)NNC(=O)Nc1cccc2ccccc12	-15	7	-6.3	104	-2.0	3	-2	4	6
O=C(Cc1ccc(Cl)cc1)N/N=C1\CCCc2ccccc21	-10	-13	-6.7	90	-1.9	-5	4	-3	-22

Bioassay records: PubChem, several laboratories
